# Cneo AK release – Cryptococcus neoformans lysis via adenylate kinase release | C. neoformans lysis, adenylate kinase release luminescence, 4 h; normalised: neutral wells 0, clomiphene wells 100 | lysis activity, % at 15 µM | 0.2% of 360,000 active | AID 651654;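 active means mean lysis activity across replicates of at least 80%, whatever share of replicates individually reach that level; inactive means mean lysis activity below 80%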
#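 Signal: Adenylate kinase release luminescence | Assay system: Log-phase Cryptococcus neoformans yeast cells | Input: Cells at 5 × 10^6 per mL | Buffer or medium: Fresh YPD growth medium | Compound: Single dose | Schedule: Static 4 h at 37 °C with compound, 1 h detection | Controls: Clomiphene | Read-out: Luminescence rise reflecting yeast cell lysis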
# miR122 inh – blocks miR-122 activity in Huh7 sensor cells; activation (reporter increase), % at 12.5 µM; Huh7 miR-122 Renilla luciferase sensor, 48 h; neutral wells = 0, positive control = 100; 0.3% of 340,000 active;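 active means mean replicate activation score at least 90 and every replicate individually at or above 90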;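 further: higher luciferase means less miR-122 activity so hits act as miR-122 inhibitors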
# SIRT5 inh – sirtuin-5 (human) deacylase inhibition; Q9NXA8; Purified SirT5, succinyl-peptide AMC, trypsin-coupled fluorescence; inhibition, % at 15 µM; 1.1% of 330,000 active; AID 652115; in the data active means inhibition above about 15%
# Target sequence (Q9NXA8 whole entry, looked up): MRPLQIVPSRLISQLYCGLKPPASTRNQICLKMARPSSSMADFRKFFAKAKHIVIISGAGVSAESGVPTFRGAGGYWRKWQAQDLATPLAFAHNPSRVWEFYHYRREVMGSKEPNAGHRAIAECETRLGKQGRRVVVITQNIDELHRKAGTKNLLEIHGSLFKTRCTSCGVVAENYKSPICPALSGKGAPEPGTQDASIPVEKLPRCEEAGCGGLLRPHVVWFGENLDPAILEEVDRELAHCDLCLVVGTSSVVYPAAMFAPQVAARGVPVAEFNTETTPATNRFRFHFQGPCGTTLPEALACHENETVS
# Statin myotox sup – suppressors of simvastatin-induced myotoxicity in C2C12 myotubes. ATP luminescence, 48 h; scaled: DMSO 0, geranylgeraniol control 100. rescue of ATP level, % at 7.49 µM. 0.78% of 330,000 active. AID 602340;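 active means mean ATP rescue above about 67%, or every replicate alone reaching that limit, limit read from the data, passing the limit was not always enough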;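 further: myotubes were challenged with 10 µM simvastatin during compound exposure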
# ERp5 block – blocks human ERp5 reductase activity on insulin; Q15084; ERp5 insulin aggregation, absorbance 650 nm, 90 min; inhibition, % at 9.99 µM; 0.05% of 350,000 active;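 active means mean replicate inhibition above about 25%, with every replicate also reaching it, limit read from the data, passing the limit was not always enough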
# Target sequence (Q15084 whole entry, looked up): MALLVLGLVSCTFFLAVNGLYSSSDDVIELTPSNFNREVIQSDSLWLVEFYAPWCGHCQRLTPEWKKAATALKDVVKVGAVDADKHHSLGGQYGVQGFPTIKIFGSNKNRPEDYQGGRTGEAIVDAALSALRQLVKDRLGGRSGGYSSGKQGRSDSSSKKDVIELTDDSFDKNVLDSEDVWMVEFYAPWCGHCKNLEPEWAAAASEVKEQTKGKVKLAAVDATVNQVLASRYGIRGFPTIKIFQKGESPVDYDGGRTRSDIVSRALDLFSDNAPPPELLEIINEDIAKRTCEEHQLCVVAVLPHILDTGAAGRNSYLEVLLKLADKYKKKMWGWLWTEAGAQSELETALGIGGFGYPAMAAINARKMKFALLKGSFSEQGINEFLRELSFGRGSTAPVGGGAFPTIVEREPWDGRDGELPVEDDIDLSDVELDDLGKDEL
# ARNT TACC3 PPI – ARNT/TACC3 interaction disruption; Q9Y6A5; AlphaScreen His-ARNT PAS-B/GST-TACC3 binding, luminescence; TACC3 fragment carries E629A point mutation; inhibition, % at 9.99 µM; 0.66% of 390,000 active; AID 623870;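 active means mean inhibition of replicates at least 50% and at least half of replicates each reaching 50%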;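 further: 0% = complete ARNT plus TACC3 wells and 100% = ARNT alone without TACC3; many hits fall short of the cut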
# esBAF inh – blocks esBAF chromatin remodeling in mouse ES cells. Bmi1-luciferase knock-in reporter, 24 h; 100% = twice the neutral-well signal. reporter increase, % at 12.5 µM. 2% of 350,000 active; in the data active means activation above about 40%;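 further: 0% = median of the plate's neutral control wells and 100% = double that signal; a rise in the Bmi1 reporter signal indicates esBAF inhibition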
# * = called active by the depositor; x = not tested or not shown; [ ] = dose if it differs, or a comment.
1	Cc1ccc(C(=O)NC(=S)N2CCN(C)CC2)cc1
2	O=S1(=O)CCN2C(c3ccco3)=CSC2=N1
3	COCCN(C(=O)CNC(=O)c1ccco1)C(C(=O)NC1CCCCC1)c1cccc(OC)c1 (stereo not drawn)
4	O=C(N/N=C/c1c[nH]c2ccccc12)c1cccs1
5	CC(=O)c1c(C)[nH]c(C(=O)Nc2ccccn2)c1C
6	O=C(CN1CCN(C(c2ccccc2)c2ccccc2)CC1)NCc1ccccc1
7	COCCNC(=S)Nc1ccc([N+](=O)[O-])cc1C
8	O=C(O)c1ccccc1C(=O)NCc1ccc2c(c1)OCO2
9	Cc1noc(C)c1COc1cccc(C(=O)Nc2cccnc2)c1
10	CCOc1ccc(NCc2cccn2-c2nnc(N3CCC(C(=O)NCCCN4CCCCC4CC)CC3)s2)cc1 (stereo not drawn)
assay / entry | 1 | 2 | 3 | 4 | 5 | 6 | 7 | 8 | 9 | 10
Cneo AK release | 1 | 1 | -2 | 0 | -2 | -6 | x | 0 | x | 0
miR122 inh | -4 | 4 | 1 | 2 | 5 | -2 | x | -2 | x | 4
SIRT5 inh | x | x | x | 0 | 1 | -1 | -4 | 1 | -4 | -2
Statin myotox sup | 30 | 104* | 8 | x | 2 | 1 | x | -7 | x | 8
ERp5 block | x | x | x | 4 | 2 | 5 | 11 | 1 | 4 | -9
ARNT TACC3 PPI | 2 | -3 | 0 | x | 3 | -8 | -3 | -1 | -4 | 15
esBAF inh | 9 | -8 | -2 | x | 14 | -4 | x | 1 | x | -23

11	CN(C(=O)c1ccncc1)c1nnc(-c2ccncc2)s1
12	Brc1cnc(N2CCCCC2)nc1N1CCOCC1
13	CCOc1ccc(N2C(=O)CC(SC(=NC)Nc3cccc(F)c3)C2=O)cc1 (stereo not drawn)
14	C[C@@H]1CN([C@H](C)CO)S(=O)(=O)c2ccc(-c3cccc(F)c3)cc2O[C@@H]1CN(C)C(=O)C1CC1
15	COC(=O)c1cc(C)sc1NC(=O)CC1Nc2ccccc2NC1=O (stereo not drawn)
16	O=c1c(-c2ccc(O)cc2)coc2c([C@@H]3O[C@H](CO)[C@@H](O)[C@H](O)[C@H]3O)c(O)ccc12
17	Clc1ccc(COn2c(-c3ccc(Cl)cc3Cl)nc3ncccc32)cc1
18	O=C1CS(=O)(=O)N(Cc2ccc(F)cc2)c2ccccc21
19	O=C(Cc1ccc(N2CCNC2=O)cc1)N1CCCC(Nc2cccc(F)c2)C1 (stereo not drawn)
20	O=C(NC(=S)Nc1ccccc1N1CCCC1)c1ccc(-c2cccc([N+](=O)[O-])c2)o1
assay / entry | 11 | 12 | 13 | 14 | 15 | 16 | 17 | 18 | 19 | 20
Cneo AK release | 5 | 3 | 0 | 6 | -5 | -1 | -15 | 3 | 1 | 0
miR122 inh | 3 | -2 | 0 | x | 14 | -8 | -1 | x | 27 | -11
SIRT5 inh | x | x | x | -2 | 1 | x | x | x | 6 | x
Statin myotox sup | 2 | 12 | 11 | 5 | 12 | 0 | 30 | 4 | -27 | -3
ERp5 block | x | x | x | 0 | 1 | 1 | x | -4 | 4 | x
ARNT TACC3 PPI | -9 | -8 | 3 | -2 | -17 | -6 | 8 | 2 | -8 | 5
esBAF inh | 6 | -6 | -5 | -2 | -2 | -2 | -83 | -2 | -27 | 1

21	CN(Cc1ccccc1)CC1CCCN(CCc2ccccc2F)C1 (stereo not drawn)
22	Cc1ccccc1C(=O)Nc1nc(-c2cccnc2)cs1
23	COc1cccc(NC(=O)CN(Cc2ccccc2)S(C)(=O)=O)c1
24	COc1cc(-c2nc3cnccn3c2Nc2c(C)cccc2C)ccc1O
25	Cc1noc(C)c1S(=O)(=O)Nc1ccc2c(c1)C(=O)N([C@@H](C)CO)C[C@@H](C)[C@@H](CN(C)S(=O)(=O)c1ccc(F)cc1)O2
26	CCCNC(=O)N1C[C@@H]2[C@H](c3ccccc31)[C@@H](CO)N2CC1CCCC1
27	COc1ccc(Nc2nc(N)nc(CSC(=S)N3CCCCC3)n2)cc1
28	CC(=O)N1CCC(C(=O)N2CCN(S(=O)(=O)c3ccc(Cl)s3)CC2)CC1
29	C/C=C/c1cnc2c(c1)C(=O)N([C@@H](C)CO)C[C@@H](C)[C@H](CN(C)C(=O)Nc1c(C)noc1C)O2
30	O=C1NC2=C(C(=O)CCC2)C(c2ccccc2)N1 (stereo not drawn)
assay / entry | 21 | 22 | 23 | 24 | 25 | 26 | 27 | 28 | 29 | 30
Cneo AK release | -2 | -9 | -1 | -12 | x | -5 | -2 | -1 | 1 | -1
miR122 inh | -4 | -2 | -2 | -10 | 9[16.7 µM] | -30[16.7 µM] | -3 | -7 | 9[16.7 µM] | x
SIRT5 inh | -35 | -1 | -2 | x | -9 | -6 | -1 | 0 | -6 | 2
Statin myotox sup | 4 | -6 | 11 | -12 | -5 | -4 | -12 | x | -13 | -8
ERp5 block | 1 | 7 | -1 | x | 8 | 0 | 9 | -6 | 0 | -1
ARNT TACC3 PPI | 0 | -2 | -3 | -9 | x | -8 | x | -6 | -3 | x
esBAF inh | -5 | 6 | -7 | -6 | 5 | 7 | 22 | x | 1 | -2

31	CCc1nnc(NC(=O)c2cc(S(=O)(=O)N3CCN(c4ccccc4)CC3)ccc2Cl)s1
32	NC(=O)c1c(NC(=O)c2cccc(N3C(=O)CCC3=O)c2)sc2c1CCCCC2
33	O=C(CCC1CCCN(C(=O)c2ccc3[nH]ccc3c2)C1)N1CCN(c2ccccn2)CC1 (stereo not drawn)
34	CC(C)C#Cc1cnc2c(c1)C(=O)N([C@H](C)CO)C[C@H](C)[C@@H](CN(C)C(=O)c1cccc(F)c1)O2
35	C[C@@H]1CN([C@H](C)CO)C(=O)c2ccccc2-c2ccccc2CO[C@H]1CN(C)C(=O)[C@H]1CCCN1C
36	CCOC(=O)C1CCN(C(=O)c2n[nH]c(=O)c3ccccc23)CC1
37	CCOc1cc(/C=N/NC(=O)c2nn(C)cc2Br)ccc1OCc1ccccc1
38	C[C@H](CO)N1C[C@H](C)[C@@H](CN(C)S(=O)(=O)c2ccc(F)cc2)Oc2ccc(N(C)C)cc2CC1=O
39	CCC(C)(C)n1nnnc1CN1CCC(c2nc3ccc(C)cc3[nH]2)CC1
40	Cc1cc(C)cc(N(CCC#N)C(=O)COC(=O)c2ccc(OCc3c(C)noc3C)cc2)c1
assay / entry | 31 | 32 | 33 | 34 | 35 | 36 | 37 | 38 | 39 | 40
Cneo AK release | 0 | -1 | -1 | 13 | 3 | -1 | 4 | -2 | 3 | x
miR122 inh | -2 | -9 | 1 | 7[16.7 µM] | x | 13 | 0 | -2[16.7 µM] | x | x
SIRT5 inh | -2 | -4 | -6 | -2 | 2 | x | x | 1 | x | -2
Statin myotox sup | x | x | 1 | 4 | x | 6 | x | 15 | 0 | x
ERp5 block | -8 | -5 | 0 | -3 | 3 | x | x | 3 | x | -3
ARNT TACC3 PPI | x | -1 | -5 | -10 | 2 | -2 | 0 | 10 | 0 | 2
esBAF inh | 4 | x | -3 | 0 | 3 | 0 | x | 7 | -3 | x

41	Cc1cccc(NC(=O)COC(=O)c2ccc3c(c2)OCO3)c1C
42	Cc1nnsc1SC(C)C(=O)O (stereo not drawn)
43	CCC(=O)N(C)C[C@@H]1Oc2cc(C#Cc3ccccc3)ccc2S(=O)(=O)N([C@H](C)CO)C[C@@H]1C
44	COc1ccc(S(=O)(=O)Nc2ccc3c(c2)CC(=O)N([C@@H](C)CO)C[C@H](C)[C@@H](CN(C)Cc2ccc4c(c2)OCO4)O3)cc1
45	Cc1ccc(S(=O)(=O)N[C@H]2CC[C@@H](CCNC(=O)C3CC3)O[C@@H]2CO)cc1
46	Cc1cccc(C(=O)NC2CC3CCCC(C2)N3C(=O)Nc2ccccc2)c1 (stereo not drawn)
47	Cc1cccn2c(=O)c(/C=C(\C#N)S(=O)(=O)c3ccccc3)c(N3CCN(C)CC3)nc12
48	CN(C(=O)COC(=O)/C=C/c1ccc(F)cc1)c1c(N)n(Cc2ccccc2)c(=O)[nH]c1=O
49	COc1cc(C)c(/C=C/C(C)=C/C=C/C(C)=C/C(=O)O)c(C)c1C
50	COc1ccc(/C=N/Nc2cc(C)nc3c(C)cccc23)cc1
51	COC(=O)CCCCC1SCC2NC(=O)NC21O (stereo not drawn)
52	N#Cc1ccc(-c2nc3ccc(Br)cn3c2Cc2ccsc2)cc1
53	CCCCCc1ccc(-c2ccc(OCC)cc2)nc1
assay / entry | 41 | 42 | 43 | 44 | 45 | 46 | 47 | 48 | 49 | 50 | 51 | 52 | 53
Cneo AK release | -1 | -2 | 1 | 3 | -5 | -2 | 2 | -2 | 3 | -1 | x | 0 | x
miR122 inh | -1 | 6 | 24[16.7 µM] | 5[16.7 µM] | x | 9 | -2 | x | 18 | x | x | 0 | x
SIRT5 inh | 0 | x | 10 | 4 | -1 | -5 | x | -2 | 2 | -5 | 3 | -2 | -4
Statin myotox sup | -1 | -9 | -24 | 44 | 4 | -2 | 11 | x | -18 | -12 | x | -14 | x
ERp5 block | 0 | x | 4 | 4 | -4 | 2 | x | 8 | -2 | 4 | 0 | 3 | 0
ARNT TACC3 PPI | -4 | -5 | 2 | 3 | -1 | -20 | 21 | -26 | 3 | 7 | 2 | x | -11
esBAF inh | -7 | 1 | 1 | 5 | -6 | -2 | -2 | x | -74 | 2 | x | 12 | x

# Quoted from above for reference:
45	Cc1ccc(S(=O)(=O)N[C@H]2CC[C@@H](CCNC(=O)C3CC3)O[C@@H]2CO)cc1
46	Cc1cccc(C(=O)NC2CC3CCCC(C2)N3C(=O)Nc2ccccc2)c1 (stereo not drawn)
47	Cc1cccn2c(=O)c(/C=C(\C#N)S(=O)(=O)c3ccccc3)c(N3CCN(C)CC3)nc12
48	CN(C(=O)COC(=O)/C=C/c1ccc(F)cc1)c1c(N)n(Cc2ccccc2)c(=O)[nH]c1=O
49	COc1cc(C)c(/C=C/C(C)=C/C=C/C(C)=C/C(=O)O)c(C)c1C
50	COc1ccc(/C=N/Nc2cc(C)nc3c(C)cccc23)cc1
assay / entry | 45 | 46 | 47 | 48 | 49 | 50
Cneo AK release | -5 | -2 | 2 | -2 | 3 | -1
miR122 inh | x | 9 | -2 | x | 18 | x
SIRT5 inh | -1 | -5 | x | -2 | 2 | -5
Statin myotox sup | 4 | -2 | 11 | x | -18 | -12
ERp5 block | -4 | 2 | x | 8 | -2 | 4
ARNT TACC3 PPI | -1 | -20 | 21 | -26 | 3 | 7
esBAF inh | -6 | -2 | -2 | x | -74 | 2

# 3 entries out of the list, ordered by molecular weight, ascending:
42	Cc1nnsc1SC(C)C(=O)O (stereo not drawn)
45	Cc1ccc(S(=O)(=O)N[C@H]2CC[C@@H](CCNC(=O)C3CC3)O[C@@H]2CO)cc1
43	CCC(=O)N(C)C[C@@H]1Oc2cc(C#Cc3ccccc3)ccc2S(=O)(=O)N([C@H](C)CO)C[C@@H]1C
assay / entry | 42 | 45 | 43
Cneo AK release | -2 | -5 | 1
miR122 inh | 6 | x | 24[16.7 µM]
SIRT5 inh | x | -1 | 10
Statin myotox sup | -9 | 4 | -24
ERp5 block | x | -4 | 4
ARNT TACC3 PPI | -5 | -1 | 2
esBAF inh | 1 | -6 | 1

# This is a random part of the collection; about 4% have a hit in one of these screens.
